GLD-1 TGE inh = GLD-1-TGE RNA interaction inhibition (C. elegans). Q17339. purified GLD-1 + fluorescein TGE RNA, fluorescence polarization. inhibition, % at 5.96 µM. 320,000 compounds, 0.44% hits. AID 2280;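 active means percent inhibition above a per-plate cutoff, the plate mean of test compounds plus 3 SD, cut at about 30% in these data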;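 further: 0% = DMSO wells with GLD-1 and probe and 100% = wells lacking GLD-1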
Target sequence (Q17339 whole entry, looked up): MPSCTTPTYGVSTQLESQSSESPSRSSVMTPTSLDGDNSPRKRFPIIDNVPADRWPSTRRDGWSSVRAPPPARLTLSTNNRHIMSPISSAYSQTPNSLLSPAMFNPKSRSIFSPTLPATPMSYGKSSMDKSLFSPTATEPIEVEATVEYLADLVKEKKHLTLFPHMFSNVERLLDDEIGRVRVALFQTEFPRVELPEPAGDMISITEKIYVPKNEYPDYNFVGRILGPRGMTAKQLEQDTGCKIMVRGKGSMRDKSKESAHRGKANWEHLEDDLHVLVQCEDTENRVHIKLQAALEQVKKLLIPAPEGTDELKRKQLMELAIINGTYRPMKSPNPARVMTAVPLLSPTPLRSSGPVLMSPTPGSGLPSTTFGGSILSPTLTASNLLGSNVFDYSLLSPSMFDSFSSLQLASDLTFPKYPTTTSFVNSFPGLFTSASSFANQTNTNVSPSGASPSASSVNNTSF
PAD4 inh = inhibitors of human PAD4. inhibition, % at 6.36 µM. recombinant PAD4, RCA probe fluorescence polarization. 330,000 compounds, 0.41% hits. AID 485272;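 active means percent inhibition above a cutoff equal to the mean of all tested compounds plus 3 SD, cut at about 15% in these data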;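 further: 0% = PAD4 with RCA probe and DMSO and 100% = probe without PAD4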
Target sequence (Q9UM07 whole entry, looked up): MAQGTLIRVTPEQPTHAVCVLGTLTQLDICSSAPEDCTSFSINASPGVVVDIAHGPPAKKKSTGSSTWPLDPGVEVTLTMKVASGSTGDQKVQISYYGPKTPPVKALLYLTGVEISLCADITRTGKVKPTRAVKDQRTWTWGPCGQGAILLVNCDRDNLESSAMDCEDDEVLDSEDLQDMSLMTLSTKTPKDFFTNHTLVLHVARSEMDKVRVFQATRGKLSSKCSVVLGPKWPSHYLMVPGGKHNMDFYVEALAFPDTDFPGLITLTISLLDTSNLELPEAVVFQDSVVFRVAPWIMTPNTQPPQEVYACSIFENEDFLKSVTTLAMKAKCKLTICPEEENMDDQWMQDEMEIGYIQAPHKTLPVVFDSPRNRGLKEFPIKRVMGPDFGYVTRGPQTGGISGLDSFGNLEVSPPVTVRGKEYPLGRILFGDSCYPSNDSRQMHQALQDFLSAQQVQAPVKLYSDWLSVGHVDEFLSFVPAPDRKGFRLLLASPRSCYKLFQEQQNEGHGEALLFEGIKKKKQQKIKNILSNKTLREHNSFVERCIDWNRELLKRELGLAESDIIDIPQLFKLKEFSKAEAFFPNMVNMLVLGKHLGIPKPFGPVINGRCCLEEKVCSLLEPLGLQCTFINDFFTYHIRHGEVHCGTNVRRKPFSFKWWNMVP
The depositor's hits bear a star.

SMILES | GLD-1 TGE inh | PAD4 inh
COC(=O)c1cc(OCC(=O)Nc2ccc3c(c2)CCC3)cc(C(=O)OC)c1 | -2.1 | -5.9
COc1ccc(NC(=O)c2oc3ccccc3c2CSC)cc1S(=O)(=O)N1CCOCC1 | 0.6 | -0.2
CCOC(=O)c1ccc(NC(=O)CNNC(=O)COc2ccccc2C)cc1 | -5.0 | 0.4
O=C(Nc1cc(S(=O)(=O)N2CCCC2)ccc1Cl)c1cc(F)c(F)c(F)c1F | -2.5 | -1.0
CN(CC(=O)Nc1cccc(F)c1)CC(=O)Nc1ccccc1-c1ccccc1 | 9.0 | -5.7
CC(OC(=O)c1ccc(Br)o1)C(=O)NCC1CCCCC1 (stereo not given) | 5.0 | -0.2
CCN(CC)S(=O)(=O)c1ccc(O)c(C(=O)OCC(=O)NC23CC4CC(CC(C4)C2)C3)c1 | 2.8 | 0.0
CC(C)(C)OC(=O)N1CCCC(C(=O)Nc2ccc(C(=O)N3CCCCC3)cc2)C1 (stereo not given) | 6.3 | 6.0
Cc1ccc(NC(=O)CN2C(=O)NC(C)(c3ccc4c(c3)OCO4)C2=O)cc1 (stereo not given) | -2.6 | 1.2
CC(=O)Nc1ccc(S(=O)(=O)NCC(=O)OCC(=O)N2CC(C)OC(C)C2)cc1 (stereo not given) | 5.8 | -3.4
COc1ccccc1NC(=O)C(C)N(C)CC(=O)Nc1cccc2ccccc12 (stereo not given) | -3.6 | -2.5
CN(Cc1c(F)cccc1Cl)C(=O)C1=CC=CN2CCS(=O)(=O)N=C12 | -1.4 | 2.2
CCn1nnc2cc(C(=O)N3CCC(C(=O)OC)CC3)ccc21 | 1.2 | -2.9
COC(=O)[C@]1(C)N[C@H](CN(C)S(=O)(=O)c2ccc(-c3ccccc3)cc2)[C@@H]2C(=O)N(Cc3ccccc3)C(=O)[C@@H]21 | 1.9 | -1.6
Cc1ccc(S(=O)(=O)N(C)C[C@@H]2Oc3c(NC(=O)C4CC4)cccc3C(=O)N([C@@H](C)CO)C[C@@H]2C)cc1 | -0.1 | -5.0
Cc1ccc(NS(=O)(=O)c2ccc(C(=O)NCc3ccc(S(N)(=O)=O)cc3)cc2)cc1 | 1.3 | 4.5
CN(C(=O)CSCC(=O)Nc1ccc(Cl)cc1)C1CCCCC1 | -4.2 | -2.5
O=S(=O)(NCC1COc2ccccc2O1)c1ccccc1F (stereo not given) | 1.8 | -0.2
Cn1c(N)c(C(=O)COC(=O)COc2cccc(Br)c2)c(=O)n(C)c1=O | -2.2 | 0.5
Cc1ccc(NC(=O)c2ccc(OCc3c(C)noc3C)cc2)cc1C | 3.4 | 1.8

Single entries from above.
Reading of Cc1ccc(NC(=O)CN2C(=O)NC(C)(c3ccc4c(c3)OCO4)C2=O)cc1 (stereo not given) in PAD4 inh: 1.2
Reading of Cc1ccc(NC(=O)c2ccc(OCc3c(C)noc3C)cc2)cc1C in PAD4 inh: 1.8
Reading of CC(=O)Nc1ccc(S(=O)(=O)NCC(=O)OCC(=O)N2CC(C)OC(C)C2)cc1 (stereo not given) in PAD4 inh: -3.4

(listing goes on)
SMILES | GLD-1 TGE inh | PAD4 inh
O=C1C=CN2CCOCC2C1 (stereo not given) | 6.2 | -4.7
C[C@H](CO)N1C[C@H](C)[C@@H](CN(C)C(=O)NC2CCCCC2)Oc2ccc(NC(=O)Cc3ccccc3)cc2C1=O | 2.1 | -3.8
Cc1nc(NC(=O)CSc2nnc(C3CC3)n2N)c(Cl)cc1Cl | -2.6 | -0.2
CC(=O)C[C@@H](O)CC(=O)[C@H]1OC(=O)CCCCCc2ccccc21 | -3.6 | -3.3
COc1ccc(CN(C)C(C)C(=O)Nc2ccc(S(=O)(=O)N3CCCCC3)cc2)c(OC)c1 (stereo not given) | -2.4 | -1.3
CCOc1ccc(S(=O)(=O)N(C)c2ccc(OCC(=O)NCC3CCCCC3)cc2)cc1 | 10.8 | -3.5
Cc1ccc(S(=O)(=O)N2CCN(c3ccccc3)CC2)s1 | 2.5 | 1.1
Cc1ccc(C(=O)NCC(=O)NC2CC2)cc1 | 6.7 | -3.0
C[C@H](CO)N1C[C@H](C)[C@@H](CN(C)C(=O)Nc2ccccc2)Oc2ccc(NS(=O)(=O)c3ccccc3)cc2C1=O | 1.1 | 3.4
Cc1ccc(S(=O)(=O)NCC(=O)OCCOc2ccccc2F)cc1 | 2.9 | -6.0
COc1ccc2c(COC(=O)[C@H](C)NS(=O)(=O)c3ccccc3F)cc(=O)oc2c1 | -6.9 | 2.3
COc1ccc(S(=O)(=O)N(C)C[C@H]2Oc3ccc(NC(=O)Cc4cn(C)c5ccccc45)cc3C(=O)N([C@@H](C)CO)C[C@@H]2C)cc1 | -5.7 | -0.4
CC(C)(C)c1nnc2sc(SCC(=O)N3CCCCC3)nn2c1=O | 1.8 | 8.7
O=C1c2ccc(-c3ccc(Cl)c(C(F)(F)F)c3)cc2S(=O)(=O)c2cccc(C(=O)N3CCN(c4ncc(Br)cn4)CC3)c21 | 2.5 | 4.2
CN(Cc1ccccc1)C(=O)COC(=O)c1cc(=O)[nH]c2ccccc12 | 1.0 | -0.2
CN(Cc1ccccc1)C(=O)c1ccc(NC(=O)Cc2cccc([N+](=O)[O-])c2)cc1 | 4.1 | 1.2
C[C@H](CO)N1C[C@H](C)[C@@H](CN(C)C(=O)Nc2ccc3c(c2)OCO3)Oc2c(NC(=O)Nc3ccccc3)cccc2C1=O | 1.7 | -0.9
COc1ccc(-c2cc3cc(F)ccc3cn2)cc1 | 5.1 | -3.5
CC(C)(C)[C@@H]1COC(=O)[C@H](Cc2ccc(F)cc2)CC/C=C\C[C@H](CC(=O)N(CCO)Cc2ccccc2)C(=O)N1 | -0.5 | 3.5
O=C(CSc1n[nH]c(=O)[nH]c1=O)Nc1c(Cl)cc(Cl)cc1Cl | 4.5 | -0.1
CN(CC(=O)Nc1ccccc1Br)C(=O)CN1CCN(Cc2cccc(Cl)c2)CC1 | -1.0 | -0.8
CCN(C[C@H]1N[C@@](C)(C(=O)OC)[C@H]2C(=O)N(Cc3ccccc3)C(=O)[C@@H]12)S(=O)(=O)c1ccc(C)cc1 | -5.1 | 2.1
C[C@H](CO)N1C[C@H](C)[C@@H](CN(C)S(=O)(=O)c2ccc(F)cc2)Oc2ccc(NC(=O)C3CCCCC3)cc2C1=O | -1.4 | -1.9
Cc1ccc(NC(=O)c2nc[nH]c2C(=O)NC2CCN(C(=O)OC(C)(C)C)CC2)cc1 | 0.3 | -4.9
C[C@H](CO)N1C[C@H](C)[C@@H](CN(C)S(=O)(=O)c2cccs2)Oc2ccc(NC(=O)C3CC3)cc2C1=O | 4.2 | 0.0
Cc1ccc(-n2ncc3c(=O)[nH]c(SCC(=O)N4CC(=O)Nc5ccccc54)nc32)cc1 | 6.8 | -2.9
Cn1cncc1C#Cc1c(-c2ccc(S(C)(=O)=O)cc2)sc2ccccc12 | 0.3 | -3.4
Cc1cc(S(=O)(=O)Nc2ccc(C(=O)NCC3CCCO3)cc2)ccc1F (stereo not given) | -2.0 | -2.3
C=CC[C@@H](Cc1ccc(F)cc1)C(=O)OC[C@@H]1CCCN1C(=O)[C@H](CC=C)CC(=O)NCCO | 6.1 | 0.9
N#Cc1ccc(OCC(=O)OCC(=O)c2ccccc2)cc1 | 17.3 | 4.2
C[C@H](CO)N1C[C@H](C)[C@@H](CN(C)S(=O)(=O)c2ccccc2)Oc2c(NC(=O)Cc3ccccc3)cccc2C1=O | 2.1 | 2.6
O=C(CSc1ccccc1F)NC(=O)c1ccc(Cl)cc1 | -0.1 | -1.2
O=[N+]([O-])c1ccc(NS(=O)(=O)N2CCOCC2)cc1 | 4.7 | -3.5
O=C(Cc1cccc([N+](=O)[O-])c1)Nc1cccc(C(=O)N2CCCCC2)c1 | 1.7 | -1.5
N#CCC(=O)Nc1ccc(C(=O)OCC(=O)N2CCN(C(=O)c3ccco3)CC2)cc1 | -16.8 | 3.8
Cc1csc(=O)n1CCC(=O)NCc1ccc(F)cc1 | -1.3 | 0.6
O=C(COC(=O)c1ccc(O)cc1O)c1ccc2c(c1)OCCO2 | -2.5 | -4.8
CC(C)Cn1c(N)c(C(=O)COC(=O)c2cc(S(=O)(=O)N3CCOCC3)ccc2Br)c(=O)n(C)c1=O | 7.8 | 7.0
CCCCn1c(N)c(N(C)C(=O)c2cc3c(F)cccc3s2)c(=O)[nH]c1=O | 3.7 | -8.3
O=C1NC(Cc2ccc(O)cc2)c2nc3ccc(Cl)cc3c(=O)n2-c2cc(Cl)ccc21 (stereo not given) | 7.4 | -4.9

Given field by field: 4 of the compounds above
C[C@H](CO)N1C[C@H](C)[C@@H](CN(C)S(=O)(=O)c2cccs2)Oc2ccc(NC(=O)C3CC3)cc2C1=O
  GLD-1 TGE inh = 4.2 | PAD4 inh = 0.0

C[C@H](CO)N1C[C@H](C)[C@@H](CN(C)S(=O)(=O)c2ccc(F)cc2)Oc2ccc(NC(=O)C3CCCCC3)cc2C1=O
  GLD-1 TGE inh = -1.4 | PAD4 inh = -1.9

C[C@H](CO)N1C[C@H](C)[C@@H](CN(C)S(=O)(=O)c2ccccc2)Oc2c(NC(=O)Cc3ccccc3)cccc2C1=O
  GLD-1 TGE inh = 2.1 | PAD4 inh = 2.6

CCCCn1c(N)c(N(C)C(=O)c2cc3c(F)cccc3s2)c(=O)[nH]c1=O
  GLD-1 TGE inh = 3.7 | PAD4 inh = -8.3

Going on with the list:
SMILES | GLD-1 TGE inh | PAD4 inh
COc1ccc(OC)c(NC(=O)COC(=O)CCc2nc3ccccc3c(=O)[nH]2)c1 | 5.2 | -2.8
O=C(Nc1ccc(S(=O)(=O)N2CCCCC2)cc1)c1ccc(Cl)nc1 | -1.9 | -6.1
Cc1ccc(SCC(=O)OCC(=O)NCCc2ccc(S(N)(=O)=O)cc2)c(C)c1 | 2.3 | -1.8
Cc1ccc(C2(c3ccc(C)cc3)NC(=O)N(CC(=O)NCCCN3CCCC3=O)C2=O)cc1 | 0.2 | -2.1
CCNC(=O)N(CC)C[C@H]1N[C@@](C)(C(=O)OC)[C@H]2C(=O)N(Cc3ccccc3)C(=O)[C@@H]12 | 2.2 | 2.8
O=C1NC[C@@H](c2ccccc2)OC(=O)[C@H](Cc2ccc(F)cc2)C/C=C\C[C@H]1CC(=O)N(CCO)Cc1ccccc1 | 4.5 | 2.1
Cc1ccc(CNC(=O)COC(=O)c2ccc(S(=O)(=O)N3CCOCC3)cc2)cc1 | 2.8 | -2.5
COc1ccc(C(=O)NCC(=O)OCCOc2ccc(Cl)cc2)cc1OC | 0.5 | 1.8
COc1ccc(CCNS(=O)(=O)c2ccc3[nH]c(=O)[nH]c3c2)cc1 | 0.8 | -0.6
Cn1c(SCC(=O)N2CCCC2=O)nc2ccccc2c1=O | 0.1 | 2.0
C[C@@]12C(=O)Nc3ccccc3C(=O)N1[C@H]1c3cc(Cl)ccc3OC[C@@H]1[C@@H]2c1ccccc1 | -0.3 | -2.4
Cn1cccc1C(=O)OCC(=O)Nc1ccc2c(c1)OCCO2 | 4.0 | 3.1
Cn1cc(S(=O)(=O)N2CCNCC2)cc1C(N)=O | -3.9 | -0.6
CCOC(=O)c1cccc(-n2cccc2/C=C2\NC(=O)N(CC(=O)O)C2=O)c1 | 7.7 | -4.1
CC(NC(=O)c1ccco1)C(=O)OCc1cccc(C(F)(F)F)c1 (stereo not given) | -1.5 | -3.4
O=C(COc1ccc(Oc2ccccc2)cc1)NC1CCS(=O)(=O)C1 (stereo not given) | 0.6 | 1.7
COc1ccc(CC(=O)Nc2nccs2)cc1S(=O)(=O)N1CCOCC1 | -4.2 | -1.0
CCOC(=O)C1CCN(C(=O)COC(=O)c2ccccc2OCC)CC1 | 5.5 | 4.0
O=C(CN1c2cccc3cccc(c23)S1(=O)=O)NCCc1ccccc1 | 0.7 | -0.2
CCC1(c2ccc(Cl)cc2)NC(=O)N(CC(=O)NC2(C#N)CCCCC2)C1=O (stereo not given) | 4.3 | -3.1
CC(C)[C@H](NC(=O)c1ccc(Cl)cc1)C(=O)OCC(=O)N1CCN(c2ccccc2)CC1 | -1.0 | -2.5
CN(CC(=O)Nc1ccc(C(N)=O)cc1)S(=O)(=O)c1ccc2c(c1)OCCO2 | -5.0 | 0.5
O=C(NN=Cc1ccc(OC(F)F)cc1)c1ccc(NS(=O)(=O)c2cccs2)cc1 | -5.0 | -5.5
O=C1CN(C(=O)COC(=O)c2c(F)cccc2Cl)c2ccccc2N1 | 0.0 | 0.4
O=C(COC(=O)c1ccc(Br)cc1)NCC1CCCO1 (stereo not given) | 0.4 | 2.8
COc1ccc(NC(=O)c2ccc3c(c2)C(=O)N(Cc2ccncc2)C3=O)cc1S(N)(=O)=O | 2.7 | 3.6
Cc1sc2ncnc(N3CCC(C(=O)Nc4ccc(OC(F)F)c(Cl)c4)CC3)c2c1C | 3.5 | -4.1
O=S(=O)(NC1=NCCCCC1)c1ccc(F)cc1F | 2.9 | 6.7
C=C1C(O)[C@@H]2O[C@]3(CC[C@H](/C=C/C(C)[C@@H]4CC(C)=CC5(O[C@H](C[C@@](C)(O)CO)CCC5O)O4)O3)CC[C@H]2O[C@@H]1C(O)CC(C)[C@H]1OC2(CCCCO2)CCC1C (stereo not given in full) | 1.4 | -4.1
CCOc1ccc(NC(=O)CCC(=O)NNC(=O)c2cccc([N+](=O)[O-])c2)cc1 | -5.0 | -5.7
Cn1nnnc1Sc1ncnc2scc(-c3cccc4c3sc3ccccc34)c12 | 0.2 | 1.4
COc1ccc2sc(-c3ccc(S(C)(=O)=O)cc3)c(C#CCO)c2c1 | 8.8 | -6.0
Cc1cc(NC(=O)Cn2cnc3sc(C)c(C)c3c2=O)no1 | -6.3 | 3.2
Cc1ccc2c(c1)[C@@H]1[C@H](CO2)[C@H](c2ccccc2)[C@@]2(C)C(=O)N[C@H](C)C(=O)N12 | 3.2 | 6.3
COc1cc2c(C(F)(F)F)c(-c3ccc(C#N)cc3)oc(=O)c2cc1OC | 4.3 | -1.0
CN1CCN(S(=O)(=O)c2ccccc2)C(c2ccccc2)C1 (stereo not given) | -6.3 | 2.6

Only part of the results is shown; rates above refer to the full screens.
